Rv3671c protease: Rv3671c (M. tuberculosis) protease inhibition; P9WHR9; inhibition, % at 5.96 µM; actives 0.048% (n = 320,000); AID 2606; in the data active = inhibition above about 38%;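 note: extracellular domain of Rv3671c used as enzyme; 0% = enzyme with DMSO and 100% = no enzyme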
Target sequence (P9WHR9 whole entry, looked up, the tested form may be a part): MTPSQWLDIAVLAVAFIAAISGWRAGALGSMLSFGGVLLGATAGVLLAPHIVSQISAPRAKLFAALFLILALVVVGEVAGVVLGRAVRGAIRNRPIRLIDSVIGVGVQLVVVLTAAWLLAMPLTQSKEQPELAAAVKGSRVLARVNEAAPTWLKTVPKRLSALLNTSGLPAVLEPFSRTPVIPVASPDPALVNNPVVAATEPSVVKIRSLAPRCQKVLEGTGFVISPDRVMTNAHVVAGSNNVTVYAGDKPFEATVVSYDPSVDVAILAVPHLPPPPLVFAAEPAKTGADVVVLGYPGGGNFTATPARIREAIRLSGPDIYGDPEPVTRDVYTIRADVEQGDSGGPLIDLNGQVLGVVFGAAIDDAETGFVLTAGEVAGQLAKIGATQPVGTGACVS
MazEF act: MazEF (E. coli) toxin RNase activation. activation, % at 20 µM. actives 0.32% (n = 350,000). FAM/BHQ RNA-DNA oligo cleavage fluorescence, 5 h. AID 504720. P0AE70; in the data active = activation above about 50%
Target sequence (P0AE70 whole entry, looked up): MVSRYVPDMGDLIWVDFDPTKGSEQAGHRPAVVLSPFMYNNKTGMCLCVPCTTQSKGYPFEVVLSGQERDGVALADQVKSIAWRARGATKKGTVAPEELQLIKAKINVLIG
TcdB GH inh: blocks C. difficile toxin B glycohydrolase activity. TcdB glycohydrolase enzymatic assay, plate reader. AID 652162. P18177. actives 0.24% (n = 350,000). inhibition, % at 9.99 µM; in the data active = inhibition above about 10%
Vc quorum ag: induces V. cholerae light production without autoinducers; V. cholerae BH1578 lux reporter, luminescence, 6 h; activation, % at 18.7 µM; actives 0.16% (n = 350,000); in the data active = activation mostly above about 9.7%, no sharp cut-off; note: not every result past the cut was called active; inactives centre near 0; reference of the scale not given here
DUSP3 inh: inhibitors of human VHR1 phosphatase (DUSP3); recombinant VHR phosphatase, pNPP absorbance; P51452; inhibition, % at 13.3 µM; AID 1654; actives 0.52% (n = 290,000); in the data active = inhibition above about 50%; note: some compounds called inactive have numbers as strong as hits
Target sequence (P51452 whole entry, looked up): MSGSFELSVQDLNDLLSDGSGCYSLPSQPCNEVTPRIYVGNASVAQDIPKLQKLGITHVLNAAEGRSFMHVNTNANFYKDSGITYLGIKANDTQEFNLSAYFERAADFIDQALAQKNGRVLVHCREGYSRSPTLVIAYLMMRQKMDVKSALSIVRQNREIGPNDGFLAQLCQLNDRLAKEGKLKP
PfHsp40 yeast: restores yeast growth despite PfHsp40 toxicity. actives 0.68% (n = 340,000). S. cerevisiae expressing PfHsp40, growth rescue, ATP luminescence. growth rescue, % at 12.5 µM; in the data active = growth rescue above about 28%, passing the limit was not always enough;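 note: yeast W303a lacking pdr1 and pdr3 grown in galactose medium; growth measured after three days at 30 °C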
Yp Topo-I inh: blocks Yersinia pestis topoisomerase I activity; actives 0.064% (n = 360,000); Y. pestis Topo-I cleavage product accumulation, plate reader; activity, % at 10 µM; in the data active = activity above about 50%, passing the limit was not always enough; note: inactives centre near 2
Anthrax LF prot: inhibitors of Bacillus anthracis lethal factor protease | multiplex microsphere protease cleavage assay, LF | inhibition, % at 10 µM | actives 0.12% (n = 360,000) | AID 588501; in the data active = inhibition above about 30%; note: plate controls were buffer without enzyme for full effect and enzyme alone for no effect
PriA SSB inh: K. pneumoniae PriA-SSBct interaction inhibition; AlphaScreen SSBct-PriA binding, biotinylated peptide; inhibition, % at 33 µM; actives 0.6% (n = 430,000); AID 1272365; in the data active = inhibition mostly above about 37%, no sharp cut-off; inactive = mostly below about 20%;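 note: plate controls were negative control peptide for no effect and reference peptide for full effect; strong numbers were not always called active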
SARS 3CLpro inh: SARS-CoV 3CLpro protease inhibition | AID 1706 | inhibition, % at 6 µM | P0C6X7 | recombinant SARS-CoV 3CLpro, quenched FRET peptide cleavage | actives 0.14% (n = 290,000); in the data active = inhibition above about 12%
An asterisk follows results filed as active; i = inactive; . = no result given; & = joins results of further samples. Some of the compounds tested (hit frequency here may not be typical).

The line under a structure holds: Rv3671c protease, MazEF act, TcdB GH inh, Vc quorum ag, DUSP3 inh, PfHsp40 yeast, Yp Topo-I inh, Anthrax LF prot, PriA SSB inh, SARS 3CLpro inh
Cc1ccc(-n2c(SCC(=O)N3CC(=O)Nc4ccccc43)nc3ccccc3c2=O)cc1
    -6, 11, 1.7, 0.7, 5, 0.5, 36, -1, -4, 3
Cn1cccc1/C=N/NC(=O)CNc1ccc2ccccc2c1
    6, 5, -0.2, i, 21, ., -5, 3, i, 4
COc1ccc(/C=N/NC(=S)Nc2ccccc2)cc1COc1ccc(F)cc1
    -8, 5, ., -0.3, 5, -0.9, 4, -5, ., 3
Cc1cccc(C(CC(=O)N2CCCC2)c2ccccc2)c1O (stereo unspecified)
    -5, 7, ., i, 1, -0.7, 8, 0, -16, -1
Cc1cccnc1NC(=S)NC(=O)c1cncc(Br)c1
    -3, -14, 1.2, -0.3, 8, 0.2, 2, -1, -6, -1
COCCn1nnnc1CN1CCOCC1
    -12, 1, -0.1, -0.4, 11, -2.2, -11, -4, -7, 3
Cc1ccc(S(=O)(=O)N2CCOCC2)cc1NC(=O)Cn1nnc(-c2ccccc2)n1
    ., -5, 0.1, -0.8, ., ., 8, -5, ., .
COc1cccc(NC(=O)CCC2CCN(C(=O)c3cccc(NC(C)=O)c3)CC2)c1
    -1, -4, 1.0, i, 36, 0.9, 12, -1, 8, -3
O=C(O)c1ccc(NC2=C(N3CCOCC3)C(=O)c3ccccc3C2=O)cc1
    -105, 5, ., -0.2, -2, -0.7, -10, 0, -7, 1
Cc1ccc(/C=N/NC(=O)Cc2c(F)cccc2Cl)s1
    -2, -2, -0.1, i, 53*, -2.3, 25, -1, ., -9
O=C(NC(=S)NCc1ccccc1Cl)c1cccs1
    -11, 2, 5.3, i, ., 4.9, 1, 2, -8, .
CC(C)OC(=O)CC(=O)CSc1nc2c(cc1C#N)CCCCCC2
    1, 7, ., -0.6, 19, 3.6, 32, -2, -34, 3
Cc1ccc(S(=O)(=O)NNC(=O)c2ccncc2)cc1[N+](=O)[O-]
    2, 3, -1.2, i, 4, 1.4, 5, 0, 14&-2, 3
Cc1ccc(Nc2ccc(-n3ccnc3)nn2)cc1C
    -3, 5, ., -0.7, 26, 66*, -8, 0, -4, -2
Cc1ccc2c(C)c(C(=O)N(Cc3ccncc3)CC3CCCO3)oc2c1C (stereo unspecified)
    4, 3, 1.3, -1.6, -16, 1.4, 15, -3, -9, 4
Cn1nnc2c[n+](CC(=O)c3ccc4ccccc4c3)cc(Br)c21
    -7, 16, 1.4, i, 17, 1.0, -2, 24, 13, 0
Cc1cc(NC(=O)COC(=O)c2cnccn2)ccc1Br
    -7, 4, 0.9, i, ., -1.7, 1, 5, -4, .
COc1ccc(-c2ccc(=O)n(CC(=O)Nc3cccc(O)c3)n2)cc1OC
    -10, 4, ., -0.4, ., 0.6, -6, 0, 8, 0
COC(=O)c1cn(C(=O)c2ccc(OC)c(OC)c2)c2ccccc12
    0, -1, 0.7, -0.3, -16, 5.0, -18, 0, -24, 2
COc1ccc(C(CNC(=O)c2ccc(OCc3c(C)noc3C)cc2)N2CCCC2)cc1 (stereo unspecified)
    5, 0, 1.2, -7.1, ., 0.3, -4, -2, 2, .
CNC(=S)N/N=C/c1ccccc1Cl
    -6, 8, ., -0.2, 30, -1.5, -4, -2, ., -1
O=C(OCCN1C(=O)c2ccccc2C1=O)c1cccc(OC(F)F)c1
    -1, -1, ., i, 29, -0.3, 12, 6, -37, 5
CC(NC(=O)Cn1cnnn1)c1cccc(C(F)(F)F)c1 (stereo unspecified)
    -8, 3, 1.3, -0.1, 6, -1.1, 5, -9, 11, 3
CN1C/C(=C\c2ccc(N3CCOCC3)cc2)C(=O)/C(=C/c2ccc(N3CCOCC3)cc2)C1
    4, 57*, ., -0.6, -5, -0.8, 3, 33*, -17, 2
CCOCCn1c2ccccc2c2nc3ccccc3nc21
    3, -9, -1.1, i, 74, 1.0, 6, 2, -54, -1
c1cncc(CNc2ncnc3ccc(-c4ccc5c(c4)OCCO5)cc23)c1
    -1, 1, 1.4, 1.6, ., 0.0, 4, 2, -4, .
Cc1ccc(S(=O)(=O)N2CCOC23CCN(C(=O)C(=O)NCCC(C)C)CC3)cc1
    3, 3, 2.4, -0.3, ., -0.1, -5, 1, -13, .
CCN(CC(=O)Nc1cccc(F)c1)CC(=O)Nc1ccccc1OC
    -4, 1, 0.3, -0.6, -3, 0.1, -1, 5, 3, -3
CC(C)Cc1nc(SCC(=O)NCc2ccccc2)n[nH]1
    -1, 6, ., -1.0, -11, 0.7, -3, -1, -4, 2
O=C(COc1ccccc1)NCC(=O)N/N=C/c1cc(Br)ccc1OCc1ccccc1
    -68, -16, -0.3, -1.3, -1, -1.5, -4, 2, ., 3
COc1ccc(C(=O)CSc2ncn[nH]2)cc1OC
    3, -8, ., -0.5, 15, 0.2, -3, -1, -17, 1
CC1CCC2(CC1)NC(=O)N(CC(=O)N1CCN(c3ccccc3)CC1)C2=O (stereo unspecified)
    -6, 2, 0.4, -0.2, ., -0.8, 4, -3, 5, .
COc1ccc(C2N(c3cc(Cl)ccc3OC)C(=O)C3CCCN32)c(OC)c1 (stereo unspecified)
    3, 11, 0.9, i, 34, -0.3, -8, -4, -9, -5
CC(=O)Nc1ccc(S(=O)(=O)NCc2ccc(C(=O)NCc3ccc(Cl)cc3)cc2)cc1
    -32, 7, 4.6, i, -7, -0.6, 6, 2, -9, 2
Cc1cc(OC(C)C(=O)N2C[C@H]3C[C@@H](C2)c2cccc(=O)n2C3)c2c(C)c(C)c(=O)oc2c1 (stereo partly specified)
    6, 16, 1.2, -0.6, 9, 0.6, 1, -3, ., 6
Cc1cccc(OCc2ccccc2)n1
    ., 5, 2.3, -0.8, ., 0.0, -6, -3, -3, .
NC(CCc1ccccc1)c1csc(Nc2ccc(C(=O)c3ccccc3)cc2)n1 (stereo unspecified)
    ., ., 1.3, -3.0, ., ., -12, -4, ., .
CCOC(=O)c1c(NC(=O)CN(C)C2CCN(C)CC2)sc(C(=O)Nc2ccccc2)c1C
    -4, 16, 6.1, -0.4, 19, 0.3, 5, -4, 0, -3
CCOCCCNC(=O)C(c1ccc(OC)cc1)N(Cc1ccc2c(c1)OCO2)C(=O)CNC(C)=O (stereo unspecified)
    11, 6, ., i, 18, 1.0, -6, -1, -11, 1
NCCNc1ccc([N+](=O)[O-])c(NC2CC2)c1
    -2, 14, 0.4, 0.1, 3, 0.0, -10, -5, 19, 3

Part of the list above in order of length of the SMILES, low to high.
The line under a structure holds: Rv3671c protease, MazEF act, TcdB GH inh, Vc quorum ag, DUSP3 inh, PfHsp40 yeast, Yp Topo-I inh, Anthrax LF prot, PriA SSB inh, SARS 3CLpro inh
Cc1cccc(OCc2ccccc2)n1
    ., 5, 2.3, -0.8, ., 0.0, -6, -3, -3, .
CNC(=S)N/N=C/c1ccccc1Cl
    -6, 8, ., -0.2, 30, -1.5, -4, -2, ., -1
COc1ccc(C(=O)CSc2ncn[nH]2)cc1OC
    3, -8, ., -0.5, 15, 0.2, -3, -1, -17, 1
NCCNc1ccc([N+](=O)[O-])c(NC2CC2)c1
    -2, 14, 0.4, 0.1, 3, 0.0, -10, -5, 19, 3
CC(C)Cc1nc(SCC(=O)NCc2ccccc2)n[nH]1
    -1, 6, ., -1.0, -11, 0.7, -3, -1, -4, 2
CCN(CC(=O)Nc1cccc(F)c1)CC(=O)Nc1ccccc1OC
    -4, 1, 0.3, -0.6, -3, 0.1, -1, 5, 3, -3
O=C(OCCN1C(=O)c2ccccc2C1=O)c1cccc(OC(F)F)c1
    -1, -1, ., i, 29, -0.3, 12, 6, -37, 5
c1cncc(CNc2ncnc3ccc(-c4ccc5c(c4)OCCO5)cc23)c1
    -1, 1, 1.4, 1.6, ., 0.0, 4, 2, -4, .
NC(CCc1ccccc1)c1csc(Nc2ccc(C(=O)c3ccccc3)cc2)n1 (stereo unspecified)
    ., ., 1.3, -3.0, ., ., -12, -4, ., .
COc1ccc(C2N(c3cc(Cl)ccc3OC)C(=O)C3CCCN32)c(OC)c1 (stereo unspecified)
    3, 11, 0.9, i, 34, -0.3, -8, -4, -9, -5
O=C(COc1ccccc1)NCC(=O)N/N=C/c1cc(Br)ccc1OCc1ccccc1
    -68, -16, -0.3, -1.3, -1, -1.5, -4, 2, ., 3
Cc1ccc(S(=O)(=O)N2CCOC23CCN(C(=O)C(=O)NCCC(C)C)CC3)cc1
    3, 3, 2.4, -0.3, ., -0.1, -5, 1, -13, .
CCOC(=O)c1c(NC(=O)CN(C)C2CCN(C)CC2)sc(C(=O)Nc2ccccc2)c1C
    -4, 16, 6.1, -0.4, 19, 0.3, 5, -4, 0, -3
CC(=O)Nc1ccc(S(=O)(=O)NCc2ccc(C(=O)NCc3ccc(Cl)cc3)cc2)cc1
    -32, 7, 4.6, i, -7, -0.6, 6, 2, -9, 2
CCOCCCNC(=O)C(c1ccc(OC)cc1)N(Cc1ccc2c(c1)OCO2)C(=O)CNC(C)=O (stereo unspecified)
    11, 6, ., i, 18, 1.0, -6, -1, -11, 1
CN1C/C(=C\c2ccc(N3CCOCC3)cc2)C(=O)/C(=C/c2ccc(N3CCOCC3)cc2)C1
    4, 57*, ., -0.6, -5, -0.8, 3, 33*, -17, 2
Cc1cc(OC(C)C(=O)N2C[C@H]3C[C@@H](C2)c2cccc(=O)n2C3)c2c(C)c(C)c(=O)oc2c1 (stereo partly specified)
    6, 16, 1.2, -0.6, 9, 0.6, 1, -3, ., 6

Further records follow.
The line under a structure holds: Rv3671c protease, MazEF act, TcdB GH inh, Vc quorum ag, DUSP3 inh, PfHsp40 yeast, Yp Topo-I inh, Anthrax LF prot, PriA SSB inh, SARS 3CLpro inh
CC1Sc2ccc(S(=O)(=O)CCC(=O)NC3CCCC(C)C3C)cc2NC1=O (stereo unspecified)
    -11, 6, -1.0, -0.7, 2, 0.6, 13, 6, -13, 2
COc1cccc(N2CCN(c3c(C#N)c(C(F)(F)F)nn3C)CC2)c1
    1, -2, ., 7.4, -4, -0.7, 0, -5, -12, 1
CC(C)CCn1c(=O)c2sccc2n2c(CCCC(=O)N3CCC(N4CCCCC4)CC3)nnc12
    2, 3, -1.3, 0.5, 27, 0.8, 11, 0, 10, -6
Cc1ccc(S(=O)(=O)N2CCCOC2CNC(=O)C(=O)NCc2ccccn2)cc1 (stereo unspecified)
    3, 2, 0.9, i, 29, -0.3, 2, 2, -1, -4
Cc1ccc(SCC(=O)OCC(=O)NCc2ccco2)cc1
    -1, 4, -3.0, -2.5, ., -0.3, -3, -10, -2, .
Cn1ncc2c(=O)[nH]c(N)nc21
    ., 4, -1.9, ., ., -0.1, -2, -3, -5, .
CCOc1ccc(CCNC(=O)COC(=O)Cn2cnc3c2c(=O)n(C)c(=O)n3C)cc1OCC
    1, 4, 2.3, i, ., 0.8, -4, -3, -12, .
CN(C)c1ccc(CN2CCCC(O)C2)cc1 (stereo unspecified)
    2, -3, ., -0.2, -9, -0.9, 2, -6, -9, 6
NC(=O)CN1CCN(Cc2ccc3c(c2)OCO3)CC1
    8, 7, -1.1, i, 22, -1.0, 12, ., -11, 0
CCOC(=O)N1CC=C2C(C#N)=C(N)C(C#N)(C#N)[C@H](c3cccs3)[C@H]2C1
    -2, 4, -1.7, -0.5, 9, 0.0, 1, -3, -13, 9
CC(=O)Nc1cccc(NC(=O)CSc2ccc(-c3ccco3)nn2)c1
    1, -1, 0.6, -1.7, 34, 0.3, -6, -1, -4, -3
c1ccc(Cc2c[nH]c3ccccc23)cc1
    -1, 1, -1.2, i, -4, 0.1, -5, 6, -23, 5
OCCNCC(O)Cn1ccc2ccccc21 (stereo unspecified)
    -2, -1, ., 2.5, 10, -0.1, -2, 2, -3, -1

Screens: PubChem, several laboratories
